# From PubChem
# PGE2 EP2 inh: inhibitors of human EP2 prostaglandin E2 receptor; P43116; C6 glioma cells expressing human EP2, cAMP TR-FRET; cells stimulated with saturating PGE2; inhibition, % at 25 µM; actives 0.52% (n = 260,000); AID 1422;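 active means percent inhibition above 40 after rounding to a whole number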;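 further: rat C6 glioma host cells with rolipram phosphodiesterase inhibitor present; the protocol text gives 20 µM as final concentration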
# Target sequence (P43116 whole entry, looked up): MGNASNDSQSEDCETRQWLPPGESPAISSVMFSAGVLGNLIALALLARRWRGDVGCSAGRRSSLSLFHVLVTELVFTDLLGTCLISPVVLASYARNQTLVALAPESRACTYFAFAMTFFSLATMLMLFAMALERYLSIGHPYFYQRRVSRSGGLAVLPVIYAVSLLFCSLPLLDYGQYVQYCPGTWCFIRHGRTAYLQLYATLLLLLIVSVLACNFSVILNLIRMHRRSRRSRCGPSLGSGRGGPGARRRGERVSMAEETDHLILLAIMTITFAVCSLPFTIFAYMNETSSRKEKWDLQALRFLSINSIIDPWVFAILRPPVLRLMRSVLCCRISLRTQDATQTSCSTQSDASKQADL
# FXIIa inh: inhibitors of human coagulation factor XIIa; P00748; purified FXIIa, Boc-QGR-AMC fluorogenic substrate, 2 h; inhibition, % at 5 µM; actives 0.3% (n = 220,000); AID 800; in the data active means inhibition above about 40%;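 further: 0% = enzyme with no compound and 100% = blank without enzyme; many of its hits are not listed in these tables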
# TNF necrop inh: TNF-alpha cell death inhibition in Jurkat FADD-/- cells. Jurkat FADD-/- TNF necroptosis rescue, ATP luminescence, 24 h; 0 = TNF only, 100 = no-TNF cells. activation (protection from cell death), % at 10 µM. actives 0.068% (n = 220,000). AID 463075;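 active means activation, meaning protection from cell death, of at least 50% relative to plate controls; inactive means activation below 50%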;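 further: necroptosis triggered by 40 ng/mL TNF-alpha added together with compound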
# PPC-1+TRAIL kill: kills PPC-1 cancer cells in the presence of TRAIL | PPC-1 cells + TRAIL, ATPLite viability luminescence | cell killing (% activity), % at 4 µM | actives 0.41% (n = 220,000) | AID 1443;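 active means cell killing above 50% in the first pass at 4 µM, then a duplicate retest at 5 µM averaging 50% or more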;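 further: plate controls were cells with TRAIL plus DMSO for no effect and medium-only wells lacking cells for full effect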
# L929 necroptosis: blocks zVAD induced death of L929 cells; L929 zVAD necroptosis rescue, ATP luminescence, 24 h; with zVAD 60 µM; AID 1377; viability rescue, % at 10 µM; actives 0.38% (n = 220,000);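 active means activation, scaled between plate controls, above about 75%, limit read from the data; inactive means activation under that limit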;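 further: 0% = zVAD with DMSO and 100% = DMSO alone without zVAD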
# CHOP inhibitor: inhibitors of CHOP induction in ER stress response | AID 2732 | actives 3.8% (n = 220,000) | inhibition, % at 10 µM | CHO-K1 CHOP-promoter luciferase, tunicamycin-induced, 15-18 h;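 active means compounds that reduced the stress-induced luciferase reporter signal by more than about 70% of percent inhibition, limit read from the data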;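 further: 0% = tunicamycin plus vehicle and 100% = wells without tunicamycin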
# Wee1 degr inh: blocks degradation of human Wee1 kinase; P30291; HeLa Luc-Wee1K328M stability, luciferase luminescence; 100% = proteasome inhibitor MG132 effect; reporter increase, % at 5 µM; actives 1.2% (n = 220,000); AID 1321;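 active means activation above the mean of all tested compounds plus 3 SD, set per screening run, cut at about 8.8% in these data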;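 further: cells exposed to compound for 20 h before luminescence read; 0% = DMSO alone and 100% = MG132 at 30 µM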
# FXIa inh: inhibitors of human coagulation factor XIa; P03951; inhibition, % at 5 µM; actives 0.14% (n = 220,000); purified FXIa, Boc-Glu-Ala-Arg-AMC fluorogenic substrate;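 active means inhibition of at least 40%; inactive means inhibition below 40%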;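 further: fluorescence of freed AMC excited at 355 nm; 0% = enzyme without compound and 100% = no enzyme blank; many of its hits are not listed in these tables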
# Target sequence (P03951 19-387 limits assumed): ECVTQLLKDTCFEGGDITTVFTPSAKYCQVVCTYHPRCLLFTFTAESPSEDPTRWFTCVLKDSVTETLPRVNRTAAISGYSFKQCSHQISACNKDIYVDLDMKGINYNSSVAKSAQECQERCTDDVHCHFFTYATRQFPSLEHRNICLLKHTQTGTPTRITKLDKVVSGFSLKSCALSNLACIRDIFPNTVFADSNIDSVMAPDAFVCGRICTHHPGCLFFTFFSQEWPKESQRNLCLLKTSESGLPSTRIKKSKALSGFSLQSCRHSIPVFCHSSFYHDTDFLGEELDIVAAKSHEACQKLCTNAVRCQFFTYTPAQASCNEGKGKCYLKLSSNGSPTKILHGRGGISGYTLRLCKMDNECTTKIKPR
# Target sequence (P03951 388-625 limits assumed): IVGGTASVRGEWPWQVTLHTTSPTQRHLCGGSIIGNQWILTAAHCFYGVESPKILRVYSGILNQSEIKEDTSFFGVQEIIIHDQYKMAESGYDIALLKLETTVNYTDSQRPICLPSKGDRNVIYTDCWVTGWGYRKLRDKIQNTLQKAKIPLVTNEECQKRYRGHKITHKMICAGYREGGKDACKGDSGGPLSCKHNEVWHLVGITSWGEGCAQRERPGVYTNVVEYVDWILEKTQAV
# TbHK1 inh: blocks Trypanosoma brucei hexokinase 1 activity. recombinant TbHK1, G6PDH-coupled NADH A340. inhibition, % at 10 µM. actives 0.11% (n = 220,000). AID 1430;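 active means inhibition of 50% or more in the single-dose primary screen; inactive means inhibition below 50%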
# * = called active by the depositor; nt = not tested or not shown; & = joins results of further samples. The list is partial, so the mix of outcomes need not match the whole.
SMILES,PGE2 EP2 inh,FXIIa inh,TNF necrop inh,PPC-1+TRAIL kill,L929 necroptosis,CHOP inhibitor,Wee1 degr inh,FXIa inh,TbHK1 inh
COc1ccc(CC(=O)OCc2cc3cccc(C)c3[nH]c2=O)cc1,7,10,0.7,34,1.5,26,-1,2,-5
O=c1c2c3c(sc2n2cnnc2n1CCc1ccccc1)CCCC3,17,1,-5.0,0,-1.0,-22,-2,-19,7
CCOC(=O)c1cc(C(=O)NC(C)c2ccccc2)c(C)[nH]c1=O (stereo unspecified),9,5,0.3,9,-0.3,11,1,2,-2
NS(=O)(=O)c1ccc(-n2nc(C(=O)O)cc2-c2ccc(Cl)cc2)cc1,3,10,1.0,16,0.3,-3,1,-7,-2
CCc1ccc2[nH]c3nc(SCc4nnc(-c5ccccc5)o4)nnc3c2c1,5&6,8,1.8,12,0.5,47,-2,0,-12
Cc1sc2nc(SCc3nc(-c4cccs4)no3)n(-c3ccccc3)c(=O)c2c1C,2,16,-5.4,8,0.4,17,-1,5,-19
CC12CCC(C(=O)N(NC(=O)c3cc(Cl)ccc3O)C1=O)C2(C)C (stereo unspecified),5,14,-2.1,50,-0.1,6,-1,5,-11
Cc1cc(C)nc(SCc2nnc(SCC(=O)Nc3nccs3)n2C)n1,11,12,0.5,9,-0.2,2,-2,4,4
CCCC(=O)c1ccc(N2CCN(S(=O)(=O)c3ccccc3)CC2)c(F)c1,9,13,-1.9,-15,0.0,2,2,6,4
CCOc1ccc(NC(=O)Nc2ccc3c(c2)nc(C)n3C)cc1,5,9,-0.2,-6,-0.3,-14,-1,-5,6
COc1ccc(C2CC(c3ccccc3)=NN2C(=O)CSc2ncccn2)cc1 (stereo unspecified),13,10,4.5,12,-0.4,22,2,2,-7
NC(=O)c1ccccc1N/C=C1\CCCCC1=O,6,5,-2.0,22,0.2,5,4,1,-25
Cc1ccc(CSCCNC(=O)CCSc2ccccc2)cc1,9,-3,-2.2,-25,0.1,53,3,-6,1
CC(C)(C)C1CCC2(CC1)Nc1cccc3cccc(c13)N2,13,2,2.5,32,0.4,38,1,-4,-8
COc1ccc(-c2csc(Nc3ccccc3)[n+]2CC(O)c2ccc([N+](=O)[O-])cc2)cc1 (stereo unspecified),10,7,3.8,4,3.2,20,9.3*,12,-21
CCOC(=O)c1c(C)[nH]c(C(=O)CC(=O)OC)c1C,12,11,-1.1,9,5.1,57,-4,-1,-4
O=C(CSc1ccc2ccccc2c1)N1CCN(c2ccc(O)cc2)CC1,12,4,-17,8,-0.9,33,-4,-1,-3
COc1ccc(N2C(=S)NC(C)(C)CC2(C)c2ccc(OC(C)=O)cc2OC(C)=O)cc1 (stereo unspecified),3,7,1.4,4,1.2,-3,1,-6,1
CCC/C(O)=C1\C(=O)CCCC1=NC(C)C(=O)O (stereo unspecified),7,18,-2.2,7,0.0,27,-1,-3,5
C=CCOC(=O)CCC(=O)Nc1cc(OC)nc(OC)n1,7,4,-0.6,25,-0.1,13,-1,0,-2
CCC(C)NS(=O)(=O)c1ccc(OCC(=O)NCc2ccco2)cc1 (stereo unspecified),9,-1,-1.0,-2,0.8,28,1,-6,7
Cc1ccc(Cl)cc1N1CCN(C(=O)CN(C2CCCCC2)S(C)(=O)=O)CC1,9,31,-4.0,17,-0.8,56,1,24,-6
O=C1CCC(CCC(=O)N2CCCC(C(=O)c3ccc(Cl)cc3)C2)=NN1 (stereo unspecified),8,2,1.0,19,3.7,-11,-2,-5,0
CCOc1ccc(C2Sc3ccccc3NC3=C2C(=O)OC3)cc1 (stereo unspecified),19,15,0.5,6,0.9,-1,5,3,4
COc1cc(Nc2ncnc(N)n2)cc(OC)c1OC,18,2,-4.1,11,35,7,0,-17,6
COC(=O)[C@H](CCSC)NC(=O)N1CCN(Cc2ccccc2)CC1,9,17,0.2,-4,-0.2,27,1,3,28
Nn1c(SCC(=O)N2CCOCC2)nnc1-c1ccccc1Cl,8,13,-1.3,0,-0.4,-5,1,4,7
O=C(/C=C/c1cccs1)Nc1ccc(Br)cn1,9,21,-7.1,20,1.9,-67,4,22,-10
Cc1ccccc1S(=O)(=O)c1c(C)cc(C)n(CC(C)C)c1=O,9,18,1.4,-4,0.7,86*,-2,10,6
O=C1CNC(=S)N1CCOc1ccccc1,9,7,2.4,8,0.1,3,-1,-13,-3
CC(=O)NCC(=O)OCC(=O)c1ccc(Cl)cc1,4,5,-0.1,9,1.9,3,1,-1,3
Cc1cccc(OCc2n[nH]c(=S)n2-c2ccccc2)c1,1,8,-0.8,-6,-0.6,3,7,0,-7
COc1cccc(NC(=S)N(Cc2ccc(C)cc2)Cc2ccccn2)c1,3,12,-1.3,7,-0.2,31,3,-1,-11
Cc1ccc(C)c(S(=O)(=O)N2CCCOC2CNC(=O)C(=O)NCCCn2ccnc2)c1 (stereo unspecified),4,7,1.1,9,0.1,24,-2,-4,-2
CCCC(=O)NCc1ccccc1Cl,1,2,14,9,-1.1,7,-2,-6,4
CCOc1ccc(OCC)c(NC(=O)C2CCN(S(=O)(=O)c3cccc4nonc34)CC2)c1,16,0,3.2,-12,0.1,-9,0,-12,3
CC(C)(C)NC(=O)COc1ccc(CNCCc2ccccc2)cc1,12,7,3.7,-19,0.9,23,0,-2,-1
Cc1ccc(/C=c2\sc3n(c2=O)CN(c2cccc(Br)c2)CN=3)o1,16,-1,-1.3,16,0.8,-16,4,-5,-15
O=C(O)CC1(CC(=O)N2CCN(CCO)CC2)CCCC1,3,8,0.3,18,1.5,-8,3,-6,4
Cc1cc(C)c(C)c(C(=O)C2OC(=O)C(C)(C)C(=O)C2(C)C)c1C (stereo unspecified),15,12,-0.2,16,-0.9,49,0,9,0
CCn1c(SCC(=O)N/N=C/C=C/c2ccccc2[N+](=O)[O-])nnc1-c1ccccc1,7,13,2.8,-29,0.1,11,-1,7,-15
CN1CCN(C(=S)Nc2cccc(S(=O)(=O)N(C)C)c2)CC1,6,11,-0.2,-15,0.7,1,0,5,8
COCCCNC(=O)/C=C1\Sc2ccccc2N(Cc2ccccc2F)C1=O,7,-7,-1.3,14,1.7,-21,9.7*,-8,-3
Oc1ccccc1N1CCN(c2ncnc3sc(-c4ccccc4)cc23)CC1,9,6,-18,10,3.3,16,-2,5,-17
CCN(C(=O)COC(=O)c1cn(-c2ccccc2)nc1-c1ccccc1)C1CCS(=O)(=O)C1 (stereo unspecified),5,8,4.3,12,0.7,14,2,-3,1
O=C(CSc1nnc(NC(=O)c2ccco2)s1)Nc1ccccc1,5,4,0.0,0,0.4,-7,-1,-5,-13
CCc1[nH]nc2c1C(c1ccncc1)C(C#N)=C(N)O2 (stereo unspecified),6,19,-0.1,0,0.6,4,1,5,-1
COc1cccc(C2c3c(oc4ccc(Cl)cc4c3=O)C(=O)N2c2cc(C)on2)c1OC (stereo unspecified),5,21,-7.3,14,-0.3,67,-2,-1,-6

# Reprinted from the part before: four entries, followed by the next part.
SMILES,PGE2 EP2 inh,FXIIa inh,TNF necrop inh,PPC-1+TRAIL kill,L929 necroptosis,CHOP inhibitor,Wee1 degr inh,FXIa inh,TbHK1 inh
CCN(C(=O)COC(=O)c1cn(-c2ccccc2)nc1-c1ccccc1)C1CCS(=O)(=O)C1 (stereo unspecified),5,8,4.3,12,0.7,14,2,-3,1
O=C(CSc1nnc(NC(=O)c2ccco2)s1)Nc1ccccc1,5,4,0.0,0,0.4,-7,-1,-5,-13
CCc1[nH]nc2c1C(c1ccncc1)C(C#N)=C(N)O2 (stereo unspecified),6,19,-0.1,0,0.6,4,1,5,-1
COc1cccc(C2c3c(oc4ccc(Cl)cc4c3=O)C(=O)N2c2cc(C)on2)c1OC (stereo unspecified),5,21,-7.3,14,-0.3,67,-2,-1,-6
CC(=O)Nc1ccc(-c2csc(NC(=O)C3CC(=O)N(c4ccc5c(c4)OCCO5)C3)n2)cc1 (stereo unspecified),8,6,-4.5,-3,-0.1,9,1,-1,-17
CC1=NC(C#N)=C(C#N)NC(C)(C)C1,2,11,1.6,-5,0.1,7,2,-3,-13
Cc1ccc(CCN2CC(C(=O)NCc3cccnc3)CC2=O)cc1 (stereo unspecified),6,nt,0.1,nt,0.5,nt,-2,nt,-8
O=C(CCCSc1nnc(SCCCC(=O)c2ccc(F)cc2)s1)c1ccc(F)cc1,11,11,-11,-15,-0.6,55,-1,-3,29
OCCCc1nc2n(n1)C(c1ccccc1)C=C(c1ccccc1)N2 (stereo unspecified),9,3,-1.4,-10,-0.2,1,-2,-6,-4
CCOc1ccc(Cl)cc1CNc1nnnn1C,10,7,0.2,-4,0.9,3,0,3,-1
COc1ccccc1NC(=O)C[n+]1ccccc1,4,7,0.4,nt,0.1,-3,3,-3,7
O=C(NCc1ccccc1Cl)c1cnn2cccnc12,13,33,-2.8,17,0.4,-14,-1,25,-7
CCOC(=O)c1nnn(-c2nonc2N)c1CNc1ccc(C)c(Br)c1,nt,5,-0.1,16,1.4,55,-2,-6,-6
CC12CCC(C(=O)N3CCN(c4ncccn4)CC3)(c3nc4ccccc4nc31)C2(C)C (stereo unspecified),14,12,-4.6,-13,0.0,81*,2,2,-10
N#CC(C#N)=Cc1cc2ccccc2nc1N1CCOCC1,6,1,1.0,-8,1.5,-20,0,-3,-11
COCC1CCCN(Cc2cn(-c3ccccc3)nc2-c2ccc3c(c2)OCO3)C1 (stereo unspecified),13,8,2.8,16,0.8,1,0,-2,0
Cc1ccc(C(=O)Nc2ccon2)cc1S(=O)(=O)N1CCOCC1,11,6,-0.6,13,0.1,4,-2,22,-5
CC(=O)c1ccc(N2CCN(c3ccc(C(N)=O)cc3[N+](=O)[O-])CC2)cc1,13,-3,0.3,-9,3.7,3,2,-6,-8
CC(=O)c1cccc(NC(=O)CN(C)S(=O)(=O)c2ccccc2)c1,4,7,-1.3,8,-0.5,1,3,0,-5
O=C(Nc1cccnc1)c1cccnc1,9,6,0.8,14,1.6,-7,0,5,1
CC(Oc1ccc(Cl)cc1Cl)C(=O)NC1CCSC1=O (stereo unspecified),4,-7,-0.7,-3,0.1,-13,6,-5,3
O=C1CC(c2ccccc2F)c2c(c3ccccc3[nH]c2=O)O1 (stereo unspecified),8,18,5.6,-4,-0.2,28,5,4,-9
CC1(C)Cc2cccc(OCC(O)CNCc3ccccn3)c2O1 (stereo unspecified),11,29,1.0,9,0.4,-18,-2,16,5
COc1cc(C2C(C#N)=C(C)NC3=C2C(=O)CC(C)(C)C3)ccc1O (stereo unspecified),14,7,-1.9,3,0.5,49,-1,5,-12
Cc1cc2c(cc1C)N(C(=O)CN1C(=O)c3ccccc3C1=O)C(C)(C)c1ssc(=S)c1-2,16,6,1.3,18,0.3,8,-2,0,-14
Cc1nn(-c2ccccc2)c(C)c1C(=O)OC/C(O)=C(\C#N)c1nc2ccccc2[nH]1,15,13,-2.1,10,0.1,-10,1,6,-1
CCCSc1nnc(N2C(=O)CC(c3ccsc3)C3=C2CCCC3=O)s1 (stereo unspecified),2,14,1.1,-8,0.7,39,-1,2,-5
O=C(Cn1nc2ccccc2n1)N/N=C/c1cc(Cl)cc([N+](=O)[O-])c1O,-2,7,-0.5,18,0.6,1,-2,19,13
O=C(NCCO)C1CCN(S(=O)(=O)c2ccc(F)cc2)CC1,9,14,-0.3,4,0.7,-29,2,8,31
Cc1csc(Sc2ccc(C(=O)OCC(=O)Nc3ccc(OC(F)(F)F)cc3)cc2[N+](=O)[O-])n1,7,8,0.0,-3,0.1,21,-1,4,-2
CNc1nc(N(C)C)nc(N(C)C)n1,11,17,-1.7,10,-0.1,20,0,9,4
